ERAP1 inh: ERAP1 (human) enzyme inhibition. AID 652197. Q9NZ08. hit rate 0.15% among 340,000. recombinant ERAP1, Leu-AMC fluorescence, 60 min. inhibition, % at 10.7 µM;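 active = mean replicate inhibition of at least 30%, or all replicates individually reaching that 30% level; inactive = mean below 30% and not every replicate reaching it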;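 note: 0% = neutral control wells and 100% = L-leucinethiol positive control wells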
esBAF inh: blocks esBAF chromatin remodeling in mouse ES cells | Bmi1-luciferase knock-in reporter, 24 h; 100% = twice the neutral-well signal | reporter increase, % at 12.5 µM | hit rate 2% among 350,000; in the data active = activation above about 40%; inconclusive = no clear call, values can overlap the other calls;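 note: 0% = median of the plate's neutral control wells and 100% = double that signal; a rise in the Bmi1 reporter signal indicates esBAF inhibition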
RAD52 anneal inh: inhibitors of human RAD52 DNA annealing; P43351; recombinant RAD52 DNA annealing, FRET fluorescence; inhibition, % at 18.7 µM; hit rate 0.46% among 360,000; AID 651710;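 active = every replicate showing at least 50% inhibition; inconclusive = mean inhibition at least 50% but not in every replicate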
Target sequence (P43351 whole entry, looked up): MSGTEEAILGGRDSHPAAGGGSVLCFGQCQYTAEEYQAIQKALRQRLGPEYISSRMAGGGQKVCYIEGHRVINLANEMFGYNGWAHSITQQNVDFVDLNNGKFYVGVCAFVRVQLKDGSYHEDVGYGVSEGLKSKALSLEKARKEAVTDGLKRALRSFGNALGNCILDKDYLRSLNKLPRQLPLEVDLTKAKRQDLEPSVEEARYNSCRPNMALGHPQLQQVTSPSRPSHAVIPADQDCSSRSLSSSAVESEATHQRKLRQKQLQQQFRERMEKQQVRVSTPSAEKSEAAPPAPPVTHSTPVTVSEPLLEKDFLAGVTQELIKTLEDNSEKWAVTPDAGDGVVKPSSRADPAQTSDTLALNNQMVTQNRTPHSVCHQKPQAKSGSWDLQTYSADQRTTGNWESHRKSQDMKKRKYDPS
XiGFP reactiv: activators of X-chromosome reactivation in mouse fibroblasts; activation, % at 7.58 µM; AID 743238; hit rate 0.055% among 360,000; XiGFP mouse fibroblasts, % GFP-positive cells imaging, 3 d; cells co-treated with 5-aza-dC sensitizer; scaled so ellipticine positive control = 100%;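 active = mean normalized replicate activation at least 10% and every replicate at or above 10%; inconclusive = only one of the two criteria met; inactive = mean below 10% and not all replicates reach 10%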;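 note: 0% = median of on-plate neutral control wells and 100% = ellipticine 6 µM median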
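System: 68-5-11 XiGFP fibroblast line | Buffer or medium: DMEM containing 5-aza-dC | Compound: Single point | Times: Compounds 3 days, fix/stain 15 min at room temperature | Benchmarks: Positive control ellipticine, 6 µM final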
ERp5 block: inhibitors of human ERp5. Q15084. ERp5 insulin aggregation, absorbance 650 nm, 90 min. inhibition, % at 9.99 µM. hit rate 0.05% among 350,000. AID 651711;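 active = mean replicate inhibition above about 25%, with every replicate also reaching it, limit read from the data, passing the limit was not always enough; inconclusive = only one of those two criteria met; inactive = neither criterion met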
E-sel inducer: E-selectin induction on HUVECs | HUVEC E-selectin immunofluorescence imaging; normalized: neutral wells 0, TNF-alpha wells 100 | activation, % at 7.58 µM | hit rate 0.37% among 260,000;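 active = mean E-selectin-positive cell signal at least 10% of the positive control, reached in at least 60% of replicates, without over 20% cell loss; inconclusive = no rule given, readout overlaps actives, possibly toxicity-flagged; inactive = the rest, including those meeting only one limit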;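 note: in these data hits start at about 27%; measured in HUVEC primary endothelial cells; signal is the percent of cells scored E-selectin positive by PE staining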
Target sequence (P16581 whole entry, looked up): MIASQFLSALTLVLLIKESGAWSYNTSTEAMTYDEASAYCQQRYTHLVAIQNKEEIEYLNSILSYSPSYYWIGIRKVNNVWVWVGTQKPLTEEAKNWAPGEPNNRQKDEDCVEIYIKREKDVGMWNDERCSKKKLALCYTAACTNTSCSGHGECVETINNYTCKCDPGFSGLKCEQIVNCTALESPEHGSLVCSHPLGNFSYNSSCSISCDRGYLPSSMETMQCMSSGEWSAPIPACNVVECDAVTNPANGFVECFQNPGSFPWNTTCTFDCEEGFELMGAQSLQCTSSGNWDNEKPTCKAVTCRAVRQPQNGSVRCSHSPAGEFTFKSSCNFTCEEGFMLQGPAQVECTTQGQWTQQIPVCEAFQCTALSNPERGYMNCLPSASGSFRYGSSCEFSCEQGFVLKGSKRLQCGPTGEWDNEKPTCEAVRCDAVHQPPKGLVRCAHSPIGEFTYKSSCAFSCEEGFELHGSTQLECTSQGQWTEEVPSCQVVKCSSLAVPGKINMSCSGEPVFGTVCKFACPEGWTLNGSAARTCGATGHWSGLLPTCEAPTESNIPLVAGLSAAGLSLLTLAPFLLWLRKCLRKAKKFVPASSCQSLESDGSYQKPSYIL
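Test system: HUVEC; input: 3,000 HUVEC/well; measured by: immunofluorescence imaging; read-out: % PE-positive cells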
S100A4 MyoIIA: inhibitors of human S100A4 binding to myosin IIA peptide | hit rate 0.14% among 360,000 | inhibition, % at 10.7 µM | S100A4/TAMRA-MyoIIA peptide fluorescence polarization;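 active = mean inhibition of at least 70% across replicates, with every replicate also reaching that level; inconclusive = mean inhibition reaches 70% but some replicates fall short; inactive = mean inhibition below 70%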
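Test system: S100A4 monomer protein. Medium: HEPES buffer with Ca2+, pH 7.2. Reagent: fluorescent myosin IIA peptide, 5 nM. Compound dosing: single-point compound testing. Timing: 5 min between mix addition and reading. Benchmarks: DMSO neutral and TFP positive wells.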
RAD54 branch: inhibitors of human RAD54 branch migration; RAD54 Holliday junction branch migration, FAM/BHQ fluorescence; inhibition, % at 10.4 µM; hit rate 0.14% among 360,000;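 active = mean normalized replicate activity at least 40 and at least half of replicates scoring 40 or more; inconclusive = only one of the two criteria met; inactive = mean below 40 and under half of replicates reaching 40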;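 note: 0% = median of neutral control wells and 100% = median of positive control wells; inhibitors cause a drop in the FAM fluorescence signal; in these data hits start at about 50%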
* = called active by the depositor; ? = inconclusive; · = not tested or not shown.

SMILES | ERAP1 inh | esBAF inh | RAD52 anneal inh | XiGFP reactiv | ERp5 block | E-sel inducer | S100A4 MyoIIA | RAD54 branch
CC1=C(C(=O)Nc2ccccc2)C(c2cccs2)NC(=O)N1 (configuration not stated) | 8 | -3 | -8 | 0.0 | -2 | · | -5 | -3
COc1ccccc1CNC(=O)CCCc1ccccc1 | 12 | · | -4 | 0.1 | 2 | 0.6 | -8 | ·
Cc1ccc(NC(=O)CCNC(=O)c2ccc(Cl)cc2)cc1C | -2 | 4 | -17 | 0.1 | 0 | 14 | -11 | 4
CCCCc1ccc(S(=O)(=O)NC(=O)C2(C)CCN2C(=O)c2c(C)noc2C)cc1 (configuration not stated) | -2 | 0 | -13 | 0.0 | 3 | -0.1 | 2 | 3
CN(C)S(=O)(=O)c1ccc(Cl)c(NC(=O)COC(=O)CNC(=O)c2ccco2)c1 | -3 | 4 | -16 | -0.1 | -3 | 6.1 | -1 | -1
Cc1cc(C)n(S(=O)(=O)c2ccc(F)cc2)n1 | 1 | -8 | -2 | 0.0 | 1 | · | 0 | -6
COCC(=O)N1[C@H](C(=O)NCc2ccccc2)[C@@H](CO)[C@@H]2Cn3c(cccc3=O)[C@@H]21 | -3 | 7 | 11 | 0.1 | 1 | 0.8 | 2 | 2
O=C(CSc1ccc(-c2ccncc2)nn1)N1CCN(c2ccccc2)CC1 | 0 | 0 | 1 | -0.2 | 2 | 1.6 | 2 | 1
CCCNC(=O)N1C[C@H](O)COC[C@H]2O[C@H](CC(=O)N[C@@H]3CCN(Cc4ccccc4)C3)CC[C@@H]21 | 2 | -2 | 8 | 0.0 | -2 | 0.0 | 2 | 10
O=C1Nc2ccc(Cl)cc2C12OCCCO2 | -2 | -1 | -5 | 0.0 | 3 | 0.2 | 4 | -10

Entries of single compounds, looked up by structure. Order of screens: ERAP1 inh | esBAF inh | RAD52 anneal inh | XiGFP reactiv | ERp5 block | E-sel inducer | S100A4 MyoIIA | RAD54 branch
Listed for CCCNC(=O)N1C[C@H](O)COC[C@H]2O[C@H](CC(=O)N[C@@H]3CCN(Cc4ccccc4)C3)CC[C@@H]21 : 2 | -2 | 8 | 0.0 | -2 | 0.0 | 2 | 10
Listed for O=C(CSc1ccc(-c2ccncc2)nn1)N1CCN(c2ccccc2)CC1 : 0 | 0 | 1 | -0.2 | 2 | 1.6 | 2 | 1
Listed for CN(C)S(=O)(=O)c1ccc(Cl)c(NC(=O)COC(=O)CNC(=O)c2ccco2)c1 : -3 | 4 | -16 | -0.1 | -3 | 6.1 | -1 | -1
Listed for COCC(=O)N1[C@H](C(=O)NCc2ccccc2)[C@@H](CO)[C@@H]2Cn3c(cccc3=O)[C@@H]21 : -3 | 7 | 11 | 0.1 | 1 | 0.8 | 2 | 2
Listed for CC1=C(C(=O)Nc2ccccc2)C(c2cccs2)NC(=O)N1 (configuration not stated) : 8 | -3 | -8 | 0.0 | -2 | · | -5 | -3

New compounds follow.
SMILES | ERAP1 inh | esBAF inh | RAD52 anneal inh | XiGFP reactiv | ERp5 block | E-sel inducer | S100A4 MyoIIA | RAD54 branch
COc1ccc2oc(=N)c(C(=O)Nc3ccc(Cl)cc3)cc2c1 | 0 | 23 | -6 | 0.0 | 3 | · | 3 | -6
C[C@H](CO)N1C[C@H](C)[C@H](CN(C)S(C)(=O)=O)Oc2ccc(NC(=O)CCN3CCOCC3)cc2CC1=O | -2 | -4 | -23 | 0.0 | -2 | 3.7 | 1 | -3
COC(=O)[C@]12C[C@H](CC(=O)NCc3cccs3)C(=O)N(Cc3ccccc3)C1=C[C@H](C1CCCC1)O[C@@H]2C | 3 | · | 0 | 0.0 | -3 | 0.0 | 4 | ·
COc1ccc(Br)c(Cn2c(C)c(C(=O)NCc3cccs3)sc2=O)c1 | · | -2 | -2 | 0.0 | -1 | · | 0 | -12
COc1ccc(N=CC2CCCCC2=O)c([N+](=O)[O-])c1 (configuration not stated) | 4 | · | 3 | 0.0 | -1 | -0.4 | 12 | 3
C[C@H]1CCCCO[C@H](CN(C)S(=O)(=O)c2cn(C)cn2)[C@@H](C)CN([C@@H](C)CO)C(=O)c2cc(NC(=O)CCCN(C)C)ccc2O1 | -2 | 1 | -10 | 0.0 | -2 | 0.2 | 12 | -3
O=C(c1ccc(Cn2c(=S)[nH]c3ccccc3c2=O)cc1)N1CCN(c2ccccn2)CC1 | -6 | 10 | -17 | 0.1 | 1 | -0.8 | -3 | 5
CCCNC(=O)c1cc2c(c(-c3cccc(-c4cccc(OC)c4)c3)n1)[C@H](CCO)N([S@@](=O)C(C)(C)C)C2 | 0 | 4 | · | 0.4 | -2 | 0.0 | -37 | 12
CC(C(=O)NC1CCCc2ccccc21)N1C(=O)C2CCCCC2C1=O (configuration not stated) | 1 | 2 | -21 | -0.1 | · | -1.4 | -14 | -3
CCOc1ccccc1CN1CCNC(=O)C1CC(=O)NC1CCCCCCC1 (configuration not stated) | -2 | -2 | 5 | 0.1 | 4 | 2.4 | 2 | 0
CCC(C)C(NC(=O)C1CCC(C)CC1)C(=O)NCc1ccco1 (configuration not stated) | -5 | -3 | -11 | 0.0 | 0 | 0.0 | -2 | 6
COc1ccc(CN(C)C[C@H]2OCCCC[C@@H](C)Oc3ccc(NC(=O)CCC(F)(F)F)cc3C(=O)N([C@@H](C)CO)C[C@@H]2C)cc1 | 4 | 0 | 1 | 0.0 | 6 | 0.0 | 8 | 0
Cc1ccc(OS(=O)(=O)c2cn(C)c(=O)n(C)c2=O)cc1C | -1 | · | -2 | 0.1 | -5 | 0.2 | 8 | ·
CO[C@@H]1CN(C)C(=O)c2cc(NS(=O)(=O)c3cccc(F)c3)ccc2OC[C@@H](C)N(C(=O)Cc2cccnc2)C[C@@H]1C | 0 | -1 | 2 | 0.5 | 0 | -0.2 | 4 | -15
CC(NC(=O)CN1CCOCC1)c1ccccc1 (configuration not stated) | -3 | 6 | 1 | 0.0 | 2 | · | -1 | 9
Cc1nnc(SCC(=O)Nc2nccs2)n1N | 2 | -6 | -7 | 0.1 | 6 | · | -2 | 8
CC1CN(S(=O)(=O)c2cccc(C(=O)Nc3ccccc3N3CCOCC3)c2)CC(C)O1 (configuration not stated) | -3 | · | 0 | -0.1 | 6 | · | -4 | ·
O=C(Cc1coc2cc3c(cc12)CCC3)NC1CCCCCCC1 | -1 | · | -1 | 0.3 | 9 | 0.5 | 2 | 11
CCSc1nnc(NC(=O)c2ccccc2)s1 | 6 | · | -11 | -0.1 | -3 | -2.4 | 0 | ·
CCN1C(=O)c2ccccc2Sc2ccc(C(=O)NCCCN(CC(C)C)CC(C)C)cc21 | 4 | -2 | 7 | 0.1 | 4 | · | 0 | 1
COc1cc(SC)ccc1C(=O)N1CCc2ccccc21 | -2 | 4 | -4 | 0.0 | -2 | · | -8 | -8
O=C(C[n+]1cc(-c2ccc(Cl)cc2)n2c1CCCCC2)c1ccccc1 | 5 | · | -1 | -0.1 | 0 | 0.0 | 4 | ·
COc1ccc(S(=O)(=O)N2CCOC23CCN(S(=O)(=O)c2ccc([N+](=O)[O-])cc2)CC3)cc1 | 0 | · | -3 | -0.1 | -9 | 2.2 | 2 | -8
C[C@@H]1CN([C@H](C)CO)C(=O)Cc2cc(NS(=O)(=O)c3cccs3)ccc2O[C@H]1CN(C)C(=O)Nc1ccc2c(c1)OCO2 | 1 | 0 | -4 | -0.1 | -4 | -2.2 | 2 | -8
N#C[C@H]1[C@@H](c2ccc(C#Cc3ccccc3F)cc2)[C@H](CO)N1C(=O)C1CCC1 | -1 | -4 | 10 | -0.1 | 3 | 8.5 | -5 | -2
N#Cc1ccc(CN2CCN(CC(=O)NCCc3ccc(Cl)cc3Cl)CC2)cc1 | -3 | · | 13 | 0.1 | 3 | · | -6 | -9
CC(=O)Nc1cccc(NC(=S)Nc2ccc(F)c(Cl)c2)c1 | 1 | · | -17 | 0.0 | 1 | 4.1 | 3 | ·
Cc1ccc(C)c(N2CCN(C3CCCC(C)C3)CC2)c1 (configuration not stated) | -3 | -14 | -8 | 0.0 | 2 | · | -7 | -16
COc1ccc(CSc2nnnn2-c2ccc(C(N)=O)cc2)cc1[N+](=O)[O-] | -1 | 2 | -13 | 0.0 | 2 | · | 1 | 0
COc1ccc(/C=N/NC(=O)c2cccc([N+](=O)[O-])c2)cc1O | 1 | · | -12 | 0.2 | 7 | · | -5 | ·

Overlap with the part before: 3 entries; new compounds follow.
SMILES | ERAP1 inh | esBAF inh | RAD52 anneal inh | XiGFP reactiv | ERp5 block | E-sel inducer | S100A4 MyoIIA | RAD54 branch
Cc1ccc(C)c(N2CCN(C3CCCC(C)C3)CC2)c1 (configuration not stated) | -3 | -14 | -8 | 0.0 | 2 | · | -7 | -16
COc1ccc(CSc2nnnn2-c2ccc(C(N)=O)cc2)cc1[N+](=O)[O-] | -1 | 2 | -13 | 0.0 | 2 | · | 1 | 0
COc1ccc(/C=N/NC(=O)c2cccc([N+](=O)[O-])c2)cc1O | 1 | · | -12 | 0.2 | 7 | · | -5 | ·
CN(C)c1ccc(N=Cc2cccn2C)cc1 | 0 | -70 | 15 | 0.0 | -2 | 0.0 | 8 | 9
Cc1ccc(S(=O)(=O)N2CCN(C(=O)COC(=O)CCc3ccccc3)CC2)c(C)c1 | -4 | 0 | -15 | 0.2 | -2 | · | -2 | -3
COc1ccc(C(=O)NCc2nnc(SCC(=O)N3CCCc4ccccc43)o2)cc1OC | -1 | 1 | -19 | -0.1 | 0 | · | -35 | ·
CN(C)C(=O)c1ccc(NC(=O)CC2SC(N3CCCC3)=NC2=O)cc1 (configuration not stated) | 3 | 3 | -5 | 0.3 | 0 | 2.7 | 2 | -5
CS(=O)(=O)Nc1ccc2c(c1)[C@@H]1C[C@H](CC(=O)NCc3ccccc3)O[C@H](CO)[C@@H]1O2 | 2 | 0 | 1 | 0.2 | -3 | 0.1 | -32 | -13
COc1ccc(C(=O)NCC(=O)c2ccccc2)cc1 | -2 | -31 | -3 | 0.3 | 4 | · | 6 | -7
CC(C)C(=O)Nc1ccc2c(c1)C(=O)N(C)[C@@H]1CC[C@H](CC(=O)NCc3ccccc3F)O[C@H]1CO2 | · | -1 | · | 0.2 | · | 0.0 | · | 6
Cc1ccc(C)c(S(=O)(=O)N2CCNCC2)c1 | -2 | · | -12 | 0.0 | -1 | · | -2 | ·
Cc1cc(=O)[nH]c(N/N=C/c2cc(C)n(CC(F)(F)F)c2C)n1 | -1 | 6 | -8 | ? | -3 | 0.5 | 2 | 4
Cc1ccccc1C(=O)NCC(=O)O | 3 | -4 | -11 | 0.2 | -3 | 0.1 | -7 | -5
Cc1noc(C)c1S(=O)(=O)Nc1ccc2c(c1)C(=O)N([C@H](C)CO)C[C@H](C)[C@@H](CN(C)C(=O)C1CCCCC1)OCCCC[C@H](C)O2 | -1 | -3 | 11 | 0.1 | -4 | -0.3 | -13 | -5
Cn1c(CSCc2ccccc2Cl)n[nH]c1=S | 3 | 1 | -16 | 0.1 | -3 | · | 4 | -7
COc1cc2ncnc(NCc3ccc(Cl)cc3)c2cc1OC | -2 | · | 5 | 0.2 | 3 | · | -18 | ·
CN(C)c1ccc(C2Nc3cccc4cccc(c34)N2)cc1 | 2 | 3 | -8 | 0.0 | 2 | 1.1 | -10 | -6
COc1cccc(CN2CCC(Oc3ccc(C(=O)N4CCCCC4)cc3)CC2)c1O | 1 | 12 | 0 | 0.3 | -5 | · | -36 | 5
